PglD DTNB: inhibitors of Campylobacter jejuni PglD acetyltransferase. purified PglD enzyme, DTNB colorimetric CoA detection. hit rate 0.098% among 360,000. inhibition, % at 12.5 µM; in the data active = inhibition above about 16%, passing the limit was not always enough; also: strong numbers were not always called active
RAD52 inh: blocks human RAD52 DNA annealing; P43351; recombinant RAD52 DNA annealing, FRET fluorescence; inhibition, % at 18.7 µM; hit rate 0.46% among 360,000;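 active = every replicate showing at least 50% inhibition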
esBAF inh: blocks esBAF chromatin remodeling in mouse ES cells; Bmi1-luciferase knock-in reporter, 24 h; 100% = twice the neutral-well signal; AID 602393; hit rate 2% among 350,000; reporter increase, % at 12.5 µM; in the data active = activation above about 40%;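 also: 0% = median of the plate's neutral control wells and 100% = double that signal; a rise in the Bmi1 reporter signal indicates esBAF inhibition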
E-selectin induc: induces E-selectin expression in human endothelial cells. HUVEC E-selectin immunofluorescence imaging; normalized: neutral wells 0, TNF-alpha wells 100. hit rate 0.37% among 260,000. activation, % at 7.58 µM. P16581;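 active = mean E-selectin-positive cell signal at least 10% of the positive control, reached in at least 60% of replicates, without over 20% cell loss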;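 also: in these data hits start at about 27%; measured in HUVEC primary endothelial cells; signal is the percent of cells scored E-selectin positive by PE staining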
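material = human umbilical vein endothelial cells (HUVEC), E-selectin induction | quantity = 3,000 cells/well | medium = EGM-2 growth medium on 0.1% gelatin-coated wells | technique = immunofluorescence imaging | read-out basis = % PE-positive cells | control set = TNF-alpha positive control, DMSO neutral control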
ARNT TACC3 PPI: disrupts binding between human ARNT and TACC3. Q9Y6A5. AlphaScreen His-ARNT PAS-B/GST-TACC3 binding, luminescence; TACC3 fragment carries E629A point mutation. inhibition, % at 9.99 µM. hit rate 0.66% among 390,000. AID 623870;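 active = mean inhibition of replicates at least 50% and at least half of replicates each reaching 50%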;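 also: 0% = complete ARNT plus TACC3 wells and 100% = ARNT alone without TACC3; many hits fall short of the cut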
ERp5 inh: blocks human ERp5 reductase activity on insulin; Q15084; ERp5 insulin aggregation, absorbance 650 nm, 90 min; inhibition, % at 9.99 µM; hit rate 0.05% among 350,000;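 active = mean replicate inhibition above about 25%, with every replicate also reaching it, limit read from the data, passing the limit was not always enough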
CASP6 VEID inh: caspase-6 (human) enzyme inhibition | P55212 | purified caspase-6, Z-VEID-R110 cleavage fluorescence | inhibition, % at 12.5 µM | hit rate 0.53% among 350,000 | AID 686996;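 active = mean inhibition across replicates at least about 35%, with every replicate also reaching that limit, limit read from the data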;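 also: 0% = median of neutral control wells and 100% = no fluorescence left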
Target sequence (P55212 24-179 limits assumed): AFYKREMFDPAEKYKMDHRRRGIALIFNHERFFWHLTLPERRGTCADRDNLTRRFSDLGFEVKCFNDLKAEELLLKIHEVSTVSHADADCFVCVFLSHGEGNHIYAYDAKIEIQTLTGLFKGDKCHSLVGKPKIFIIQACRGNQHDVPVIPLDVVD
Target sequence (P55212 194-293 limits assumed): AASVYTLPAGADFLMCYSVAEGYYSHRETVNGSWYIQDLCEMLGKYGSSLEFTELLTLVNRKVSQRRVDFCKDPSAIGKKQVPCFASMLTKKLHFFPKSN
RAD54 branch: RAD54 (human) branch migration inhibition. Q92698. RAD54 Holliday junction branch migration, FAM/BHQ fluorescence. inhibition, % at 10.4 µM. hit rate 0.14% among 360,000. AID 602329;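 active = mean normalized replicate activity at least 40 and at least half of replicates scoring 40 or more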;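 also: 0% = median of neutral control wells and 100% = median of positive control wells; inhibitors cause a drop in the FAM fluorescence signal; in these data hits start at about 50%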
Target sequence (Q92698 whole entry, looked up): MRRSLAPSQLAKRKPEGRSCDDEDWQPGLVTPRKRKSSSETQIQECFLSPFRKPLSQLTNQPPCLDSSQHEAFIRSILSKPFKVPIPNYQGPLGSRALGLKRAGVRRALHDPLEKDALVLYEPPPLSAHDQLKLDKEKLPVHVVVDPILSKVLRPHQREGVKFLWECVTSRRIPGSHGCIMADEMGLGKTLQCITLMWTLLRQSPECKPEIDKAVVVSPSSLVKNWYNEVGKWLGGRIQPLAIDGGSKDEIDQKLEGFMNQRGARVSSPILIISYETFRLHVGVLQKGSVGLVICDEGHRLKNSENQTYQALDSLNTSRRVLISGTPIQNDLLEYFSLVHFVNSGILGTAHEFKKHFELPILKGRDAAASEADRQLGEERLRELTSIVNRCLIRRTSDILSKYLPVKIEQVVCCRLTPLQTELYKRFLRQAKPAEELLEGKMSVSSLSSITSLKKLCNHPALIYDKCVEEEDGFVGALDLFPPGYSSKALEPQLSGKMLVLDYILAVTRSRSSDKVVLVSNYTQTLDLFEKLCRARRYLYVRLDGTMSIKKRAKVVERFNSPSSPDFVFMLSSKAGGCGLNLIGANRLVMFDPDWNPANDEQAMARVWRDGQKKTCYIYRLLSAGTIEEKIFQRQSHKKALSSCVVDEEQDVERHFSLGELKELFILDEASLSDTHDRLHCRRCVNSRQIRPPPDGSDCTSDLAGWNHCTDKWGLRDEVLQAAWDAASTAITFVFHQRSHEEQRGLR
* hit, by the source's call; . = not tested or not shown.

cpd	SMILES	PglD DTNB	RAD52 inh	esBAF inh	E-selectin induc
1	CCCCNC(=O)COC(=O)c1c2c(nc3ccccc13)/C(=C\c1cccs1)CC2	.	-21	.	0.7
2	CC1CC2C3CCC4=CC(=O)C=CC4(C)C3(F)C(O)CC2(C)C1(O)C(=O)CO (centres undefined)	-6	-5	-2	-0.3
3	COc1cccc(C(=O)N2CCC[C@@H]2C(=O)N2CCC[C@H]2C(=O)NCc2ccncc2)c1	.	-12	.	9.2
4	COc1cccc(N2CCN(C(=S)Nc3ccccc3OC)CC2)c1	1	-8	-7	-0.1
5	N#C[C@@H]1[C@H](c2ccc(C3=CCCC3)cc2)[C@H](CO)N1C(=O)C1CCC1	-1	-8	5	-0.5
6	Cc1ccc(OCc2nnc(SCC(=O)Nc3ccc(N4CCOCC4)cc3)o2)cc1	1	-5	-3	.
7	COc1ccc(NC(=O)CN(c2ccccc2F)S(=O)(=O)c2ccc(C)cc2)c(OC)c1	-6	8	-4	.
8	C[C@H]1CN([C@@H](C)CO)C(=O)Cc2cc(NS(C)(=O)=O)ccc2O[C@@H]1CN(C)Cc1ccncc1	-1	17	-4	449*
9	COc1cc(OC)cc(C(=O)N[C@H](C(=O)OCC(=O)c2ccc(C)c([N+](=O)[O-])c2)C(C)C)c1	.	-10	.	1.3
10	Cc1cnc(C)c(Nc2nc(C(N)Cc3ccccc3)cs2)n1 (centres undefined)	-6	0	-4	-0.3
11	O=C(Nc1ccc2c(c1)OCO2)N1CCN(C/C=C/c2ccccc2)CC1	4	.	-2	.
12	COc1ccc(-c2cc(C(=O)NN)[nH]n2)cc1	.	-10	.	.
13	Cc1ccc2nc(SCC(=O)N3CCCc4ccccc43)nc(=O)n2c1	-1	-9	-4	0.1
14	C=CCOc1ccc(/C=C2\SC(N3CCCCC3)=NC2=O)cc1	-7	-8	-5	.
15	COc1ccc(NC(=O)CSc2ccc3nnc(-c4ccccn4)n3n2)cc1	-3	-9	-1	-0.8

cpd	ARNT TACC3 PPI	ERp5 inh	CASP6 VEID inh	RAD54 branch
1	-7	-6	-5	.
2	-4	1	-1	-10
3	.	-2	-6	.
4	3	1	-6	5
5	0	-1	2	-6
6	3	1	-2	-2
7	-10	2	-10	-9
8	.	15	1	3
9	-7	-11	0	.
10	.	2	0	7
11	17	.	.	-2
12	40	-3	4	.
13	-21	0	-1	-11
14	0	-4	-2	-1
15	66*	2	3	9

Additional compounds follow:
cpd	SMILES	PglD DTNB	RAD52 inh	esBAF inh	E-selectin induc
16	Nc1ccc2c(c1)C(=O)c1ccc(N)cc1-2	-2	-7	76*	-0.3
17	CC(=O)C1=C(Nc2ccc(C)cc2)CC(C)(O)C(C(C)=O)C1c1ccco1 (centres undefined)	2	.	-7	.
18	C/C=C/c1ccc([C@@H]2[C@@H](CNC(=O)c3ccncc3)N(C(=O)CC)[C@H]2CO)cc1	-2	-46	-7	0.2
19	COc1ccc(-n2ccn3c(CCC(=O)N4CCN(c5cccc(C)c5C)CC4)nnc3c2=O)cc1	3	-23	1	.
20	CO[C@@H]1CN(C)C(=O)c2cc(NS(C)(=O)=O)ccc2OC[C@@H](C)NC[C@H]1C	3	-1	-3	0.0
21	CCOC(=O)C1=CC[C@@H](c2ccc(F)cc2)N(S(=O)(=O)c2ccc(C)cc2)[C@H]1c1ccccc1	1	-1	-7	0.1
22	CSCCC(NC(=O)c1ccc(Cl)cc1Cl)C(=O)OCC(N)=O (centres undefined)	.	-2	.	1.4
23	CC(C)Cc1cc(C(=O)N2CCCC(CO)(Cc3ccc(F)cc3F)C2)n[nH]1 (centres undefined)	-5	-2	-2	.
24	COc1ccccc1NC(=O)C(C)OC(=O)CC1CCCC1 (centres undefined)	6	-8	-6	0.1
25	C/C(=N\NC1=NCCN1)c1ccc(Cl)cc1	.	-6	.	.
26	CCCCSc1nnc(CNC(=O)C23CC4CC(CC(C4)C2)C3)n1Cc1ccccc1	.	10	.	.
27	CCOc1cccc(CNn2cnnc2)c1OCc1ccccc1Cl	5	.	-4	.
28	O=[N+]([O-])c1cc(S(=O)(=O)N2CCCCCC2)ccc1Cl	.	-7	.	.
29	O=C(C1CC1)N1CCN=C1SCc1ccccc1Cl	-4	-8	21	.
30	Cc1cc(NC(=O)CC(C)C)c(=O)n(Cc2cccc(F)c2)c1	9	-31	2	.

cpd	ARNT TACC3 PPI	ERp5 inh	CASP6 VEID inh	RAD54 branch
16	8	3	3	6
17	2	.	.	3
18	-18	-3	-1	3
19	-1	-10	-1	-1
20	0	-6	-5	-2
21	.	1	0	-1
22	-8	-1	0	.
23	-1	.	6	-6
24	.	-2	-3	-8
25	4	2	-5	.
26	13	0	9	.
27	-5	.	.	4
28	11	1	0	.
29	-10	-7	1	-11
30	0	1	4	8

Gathered by group, the entries above containing a nitro group on carbon.
cpd	SMILES	PglD DTNB	RAD52 inh	esBAF inh	E-selectin induc
9	COc1cc(OC)cc(C(=O)N[C@H](C(=O)OCC(=O)c2ccc(C)c([N+](=O)[O-])c2)C(C)C)c1	.	-10	.	1.3
28	O=[N+]([O-])c1cc(S(=O)(=O)N2CCCCCC2)ccc1Cl	.	-7	.	.

cpd	ARNT TACC3 PPI	ERp5 inh	CASP6 VEID inh	RAD54 branch
9	-7	-11	0	.
28	11	1	0	.

An excerpt from above in order of length of the SMILES, low to high.
cpd	SMILES	PglD DTNB	RAD52 inh	esBAF inh	E-selectin induc
12	COc1ccc(-c2cc(C(=O)NN)[nH]n2)cc1	.	-10	.	.
24	COc1ccccc1NC(=O)C(C)OC(=O)CC1CCCC1 (centres undefined)	6	-8	-6	0.1
10	Cc1cnc(C)c(Nc2nc(C(N)Cc3ccccc3)cs2)n1 (centres undefined)	-6	0	-4	-0.3
14	C=CCOc1ccc(/C=C2\SC(N3CCCCC3)=NC2=O)cc1	-7	-8	-5	.
22	CSCCC(NC(=O)c1ccc(Cl)cc1Cl)C(=O)OCC(N)=O (centres undefined)	.	-2	.	1.4
13	Cc1ccc2nc(SCC(=O)N3CCCc4ccccc43)nc(=O)n2c1	-1	-9	-4	0.1
6	Cc1ccc(OCc2nnc(SCC(=O)Nc3ccc(N4CCOCC4)cc3)o2)cc1	1	-5	-3	.
26	CCCCSc1nnc(CNC(=O)C23CC4CC(CC(C4)C2)C3)n1Cc1ccccc1	.	10	.	.
1	CCCCNC(=O)COC(=O)c1c2c(nc3ccccc13)/C(=C\c1cccs1)CC2	.	-21	.	0.7
2	CC1CC2C3CCC4=CC(=O)C=CC4(C)C3(F)C(O)CC2(C)C1(O)C(=O)CO (centres undefined)	-6	-5	-2	-0.3
7	COc1ccc(NC(=O)CN(c2ccccc2F)S(=O)(=O)c2ccc(C)cc2)c(OC)c1	-6	8	-4	.
5	N#C[C@@H]1[C@H](c2ccc(C3=CCCC3)cc2)[C@H](CO)N1C(=O)C1CCC1	-1	-8	5	-0.5
19	COc1ccc(-n2ccn3c(CCC(=O)N4CCN(c5cccc(C)c5C)CC4)nnc3c2=O)cc1	3	-23	1	.
3	COc1cccc(C(=O)N2CCC[C@@H]2C(=O)N2CCC[C@H]2C(=O)NCc2ccncc2)c1	.	-12	.	9.2
18	C/C=C/c1ccc([C@@H]2[C@@H](CNC(=O)c3ccncc3)N(C(=O)CC)[C@H]2CO)cc1	-2	-46	-7	0.2
9	COc1cc(OC)cc(C(=O)N[C@H](C(=O)OCC(=O)c2ccc(C)c([N+](=O)[O-])c2)C(C)C)c1	.	-10	.	1.3

cpd	ARNT TACC3 PPI	ERp5 inh	CASP6 VEID inh	RAD54 branch
12	40	-3	4	.
24	.	-2	-3	-8
10	.	2	0	7
14	0	-4	-2	-1
22	-8	-1	0	.
13	-21	0	-1	-11
6	3	1	-2	-2
26	13	0	9	.
1	-7	-6	-5	.
2	-4	1	-1	-10
7	-10	2	-10	-9
5	0	-1	2	-6
19	-1	-10	-1	-1
3	.	-2	-6	.
18	-18	-3	-1	3
9	-7	-11	0	.

Next section.
cpd	SMILES	PglD DTNB	RAD52 inh	esBAF inh	E-selectin induc
31	O=C(Nc1ccc(S(=O)(=O)NCCc2ccccc2)cc1)c1ccc(Br)o1	1	.	-2	.
32	Cc1ccc(S(=O)(=O)NCC(c2ccco2)S(=O)(=O)c2ccccc2)cc1 (centres undefined)	4	-2	-4	.
33	Cc1ccc(N2C(=O)CC(C)(C)CC2=O)cc1Cl	-7	-2	-4	.
34	CN(C)Cc1cn(CC[C@@H]2CC[C@@H](NS(=O)(=O)c3ccccc3)[C@@H](CO)O2)nn1	2	-8	-5	0.0
35	COc1ccc(NC(=O)CSc2nc3ccc(Nc4nc(N5CCOCC5)nc(N5CCOCC5)n4)cc3s2)cc1	-2	-8	-7	12
36	Cc1ccccc1C(=O)NC(=S)Nc1ccccc1[N+](=O)[O-]	-1	.	31	.
37	C[C@H](CO)N1C[C@H](C)[C@@H](CN(C)S(=O)(=O)c2ccccc2)OCCCC[C@H](C)Oc2ccc(NC(=O)C3CCCCC3)cc2C1=O	-2	-27	-1	0.1
38	CC#CC(=O)N1CCCC(C(=O)c2ccc(SC)cc2)C1 (centres undefined)	-4	-1	1	-0.1
39	CCCc1nc2sc3ccccc3c(=O)c2c(=O)n1Cc1ccc(OC)cc1	-1	-21	.	.
40	O=C(Nc1cccc(S(=O)(=O)N2CCOCC2)c1)c1cc2c(s1)CCC2	7	.	23	.
41	CCCn1c(CN2CCN(C(=O)c3ccco3)CC2)nc2cc(S(=O)(=O)N(C)C)ccc21	-3	-27	-2	.
42	Cc1cc(C(=O)OCC(=O)Nc2cccnc2Cl)c2ccccc2n1	.	-23	.	.
43	CN1C(=O)c2cc(NC(=O)C3CCC3)ccc2OC[C@H]2O[C@@H](CC(=O)NCCc3ccncc3)CC[C@H]21	.	9	.	-0.1
44	C[C@H]1CCCCO[C@H](CN(C)S(=O)(=O)c2ccc(Cl)cc2)[C@@H](C)CN([C@@H](C)CO)C(=O)c2cc(NS(=O)(=O)c3cn(C)cn3)ccc2O1	5	19	2	0.0
45	Cc1cc(C)c(S(=O)(=O)N(C)CC(=O)NCc2cccnc2)c(C)c1	3	-11	2	-0.1

cpd	ARNT TACC3 PPI	ERp5 inh	CASP6 VEID inh	RAD54 branch
31	-3	.	.	1
32	1	-6	-5	0
33	22	1	-3	-4
34	-15	-3	0	4
35	-4	-6	3	2
36	-2	.	.	0
37	-1	-2	2	-2
38	28	3	0	7
39	.	0	-1	7
40	-3	.	.	-5
41	.	-4	3	-3
42	-3	4	-2	.
43	.	1	1	.
44	-5	-7	3	-10
45	3	1	4	3

(more compounds)
cpd	SMILES	PglD DTNB	RAD52 inh	esBAF inh	E-selectin induc
46	CC(C)(C)c1ccc(N2C(=O)CSC2c2ccccc2)cc1 (centres undefined)	-2	2	.	.
47	CN1[C@@H]2Cn3c(cccc3=O)[C@H]1[C@@H](C(=O)NCC1CCCCC1)[C@@H]2CO	0	-4	0	0.0
48	N#C/C=C/N1CCN(Cc2ccc3c(c2)OCO3)CC1	1	-30	-12	0.5
49	Cc1ccc(CCNC(=O)C2CC(c3cccc(F)c3)=NO2)cc1 (centres undefined)	-3	-12	4	0.1

cpd	ARNT TACC3 PPI	ERp5 inh	CASP6 VEID inh	RAD54 branch
46	-6	-4	-3	-5
47	1	-3	1	-11
48	9	4	-8	-9
49	-5	-5	10	-2

Assay outcomes: PubChem BioAssay, Broad Institute

Not a hit list; any-hit rate near 3.2%.
